# aGal spleen mod: inhibits or activates alpha-galactosidase in human spleen homogenate; P06280; human spleen homogenate, 4MU-alpha-Gal fluorescence, 40 min; Potency, µM (doses to about 80 µM), inactives show top-dose activity change, negative = inhibition, hits mostly inhibitors; 240,000 tested, 0.008% active; AID 2107;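 note: potency is the fitted concentration of half-maximal effect; 0% = enzyme with vehicle and -100% = no enzyme basal signal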
# Target sequence (P06280 32-429 limits assumed): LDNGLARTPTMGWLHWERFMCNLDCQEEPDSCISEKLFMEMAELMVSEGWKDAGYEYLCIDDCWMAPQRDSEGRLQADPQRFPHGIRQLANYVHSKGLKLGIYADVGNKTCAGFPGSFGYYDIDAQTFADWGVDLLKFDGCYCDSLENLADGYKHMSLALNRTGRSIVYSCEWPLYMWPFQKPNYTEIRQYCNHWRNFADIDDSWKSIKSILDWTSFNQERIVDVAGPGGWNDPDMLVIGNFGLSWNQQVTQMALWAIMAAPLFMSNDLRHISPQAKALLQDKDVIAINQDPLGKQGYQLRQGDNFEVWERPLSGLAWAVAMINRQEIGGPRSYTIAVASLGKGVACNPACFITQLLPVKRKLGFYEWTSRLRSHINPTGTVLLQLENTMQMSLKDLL
#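 Inhibition or activation of alpha-galactosidase in human spleen homogenate is scored by 4-MU fluorescence after 40 min at 37C, pH 5.0, with 1 mM substrate. AC50s come from concentration-response fitted to the Hill equation.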
# IMPase Li inh: IMPase inhibition in cells with lithium potentiation | CHO-M1 cells, IP1 TR-FRET (IP-One), carbachol + lithium | Potency, µM (highest dose often 59.4 µM), without a hit: at the top dose activity, negative = IMPase inhibition, usual class: inhibitors | 210,000 tested, 0.35% active;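 note: IP1 builds up when IMPase is blocked and the TR-FRET signal falls; potency is the fitted concentration of half-maximal effect; plate controls were basal vehicle for no effect and high inhibitor control for full effect; nearly all actives have a fitted effect of over 50% in size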
#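 Concentration–response in CHO-M1 cells, lithium-potentiated; 30 min at 37C. IP1 detected by competitive TR-FRET after 10 min lysis at RT. Hill-fitted AC50.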
# Epigenetic reg: regulators of epigenetic silencing causing reporter derepression in mouse cells; murine LDR cells, GFP reporter derepression, 30 h; Potency, µM (series often up to 53.9 µM), without a hit: top-dose GFP activation, usual class: activators; 280,000 tested, 0.2% active; AID 1865; note: potency is the fitted concentration of half-maximal effect; % of control where 0% means no effect; nearly all actives have a fitted effect of over 60% in size
#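 Murine LDR cells bearing a silenced CMV-driven GFP reporter were exposed to compound for 30 h at 37 C. After PBS washes, GFP-positive cells (20-120 um objects) counted by laser-scanning microplate cytometry.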
# Lamin A splicing: changes lamin A minigene splicing in HeLa cells; Potency, µM (doses to about 46.1 µM), for inactives: at the top dose ratio change, negative = inhibition, usual class: inhibitors; HeLa LMNA splicing GFP/RFP minigene ratio, 48 h; 200,000 tested, 0.01% active; AID 1487; active = well fitted inhibition curve with a large enough effect in the signal ratio, with a control signal flat, not every such curve was filed as active; inconclusive = small, poorly fitted or top-dose-only effect, or effect the other way, or a change in a side signal; the % refers to the signal ratio; note: potency is the fitted concentration of half-maximal effect; % is set by controls: 0 for no effect and ±100 for the full control effect
#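 S3 HeLa stable clones carrying a lamin A-EGFP splicing minigene plus DsRed2 were seeded at 600 cells/well in Opti-MEM with 2% FBS, pin-dosed and incubated 48 h at 37°C. Acumen cytometry (488 nm) gave the GFP/RFP total-intensity ratio.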
# Luc counter: Kinase-Glo luciferase inhibition (counter-screen) | 200,000 tested, 0.28% active | Kinase-Glo luciferase, ATP luminescence, 8 min | Q27757 | Potency, µM (series often up to 38.3 µM), for inactives: at the highest dose activity change, negative = inhibition, most hits filed as inhibitors | AID 1379; note: potency is the fitted concentration of half-maximal effect; % is set by controls: 0 for no effect and ±100 for the full control effect; nearly all actives have a fitted effect of over 60% in size
#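 Compounds were added to a substrate mix at pH 7.2 (50 mM imidazole, 10 uM ATP, within the enzyme's linear range), followed by Kinase-Glo detection reagent; luminescence was measured after 8 minutes at ambient temperature.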
# CBFb-RUNX1 inh: blocks binding between human CBF-beta and RUNX1 | Potency, µM (series often up to 59.8 µM), for inactives: at the top dose activity, negative = inhibition, hits mostly inhibitors | Q01196+Q13951 | 230,000 tested, under 10 active | AlphaScreen CBFb-His/RUNX1-biotin binding, biochemical | AID 1477; note: % of control where 0% means no effect
# Target sequence (Q01196 whole entry, looked up): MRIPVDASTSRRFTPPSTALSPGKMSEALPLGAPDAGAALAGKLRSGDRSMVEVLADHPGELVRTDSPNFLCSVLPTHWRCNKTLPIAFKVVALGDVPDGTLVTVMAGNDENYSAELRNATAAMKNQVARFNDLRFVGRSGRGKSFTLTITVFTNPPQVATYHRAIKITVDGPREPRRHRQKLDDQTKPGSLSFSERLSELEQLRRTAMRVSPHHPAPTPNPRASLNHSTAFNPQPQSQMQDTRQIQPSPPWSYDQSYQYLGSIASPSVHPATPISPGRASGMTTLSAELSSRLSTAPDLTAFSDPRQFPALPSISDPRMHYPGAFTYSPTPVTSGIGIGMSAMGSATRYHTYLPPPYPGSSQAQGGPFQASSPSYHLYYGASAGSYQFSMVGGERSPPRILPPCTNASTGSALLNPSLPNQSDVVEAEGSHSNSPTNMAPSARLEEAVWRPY
# Target sequence (Q13951 whole entry, looked up): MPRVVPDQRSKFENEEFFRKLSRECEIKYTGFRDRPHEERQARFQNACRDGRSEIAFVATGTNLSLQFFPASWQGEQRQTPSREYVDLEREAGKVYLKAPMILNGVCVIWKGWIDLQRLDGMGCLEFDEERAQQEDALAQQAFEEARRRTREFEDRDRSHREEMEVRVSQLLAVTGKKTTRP
#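 Inhibition was taken as any reduction in AlphaScreen signal from the CBF-beta–RUNX1 pair (His and biotin tags, 30 nM each), measured after compound (15 min) and bead (90 min) incubations at room temperature.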
# NPSR antagonist: antagonists of human neuropeptide S receptor cAMP signaling; 220,000 tested, 1% active; AID 1461; Q6W5P4; Potency, µM (highest dose often 38.3 µM), for the others: at the top dose activity change, negative = inhibition, actives largely listed as inhibitors; CHO-NPSR cells, cAMP TR-FRET, antagonist mode; note: potency is the fitted concentration of half-maximal effect; % is set by controls: 0 for no effect and ±100 for the full control effect; nearly all actives have a fitted effect of over 50% in size; many of its hits are not listed in these tables
# The depositor's hits bear a star; ? = inconclusive; . = no result given; & = joins results of further samples; [ ] = remark or other dose. Unless noted, calls come from the whole dose curve; as a rule, active = well fitted curve in the direction sought with a large enough effect; inconclusive = small, poorly fitted or top-dose-only effect, or another doubt; inactive = no such curve, though single readings can be large; an effect the other way counts as inactive or inconclusive.
SMILES,aGal spleen mod,IMPase Li inh,Epigenetic reg,Lamin A splicing,Luc counter,CBFb-RUNX1 inh,NPSR antagonist
CN(C)c1oc(-c2ccc(OCc3ccc(Cl)cc3)cc2)nc1C#N,1%,19%[38.3 µM],-1.0%,-2%,22%,9%,27%[46.1 µM]
Cc1ccc2c(c1)C(=O)[C@]1(O)CCN(c3ccccc3)C1=N2,-1%&4%,-11%,6.7%,.,4%,-4%&8%,.
c1csc(CNCc2ccncc2)c1,2%,-2%,-0.9%,.,0%,4%,17%
CC(=O)NC(Cc1cc(C)ccc1C)C(=O)N1CCN(C(=O)c2ccc(Br)cc2)CC1 (stereo not given),-5%,6%,2.2%,6%[46 µM],-1%,-2%,-4%
S=C(NC1CCCCC1)NN(c1ccccc1)c1ccccc1,3%,9%,-3.0%,?,2%,-14%,-35%
CCNC(=O)NC(=O)C(C)OC(=O)c1oc2ccc(OC)cc2c1C (stereo not given),3%,34%[activator][38.3 µM],0.0%,8%,-1%,2%,4%[46.1 µM]
O=C(CSCC(=O)N1CCOCC1)Nc1nc(-c2ccc3c(c2)OCO3)cs1,4%,-2%[38.3 µM],0.8%,5%,0%,-12%,1%[46.1 µM]
Cc1ccc2oc3nc(C)c(C(=O)Nc4cccc(C(F)(F)F)c4)cc3c(=O)c2c1,6%,-6%[38.3 µM],-0.9%,-1%,-6%,4%,?
COC(=O)NCC(c1ccco1)N1CCN(c2ccccc2)CC1 (stereo not given),-1%,4%,-2.7%,15%[46 µM],0%,-10%,7%
Cc1cccc(C)c1NC1=NC(=S)N(c2ccc(N(C)C)cc2)C1(C)C,-4%,-5%[38.3 µM],-1.0%,1%,3%,-8%,-7%[46.1 µM]
CC(Oc1cc(C(F)(F)F)cc(C(F)(F)F)c1)C(=O)NC(N)=O (stereo not given),-16%,3%[38.3 µM],-9.0%,17%,0%,5%,24%[46.1 µM]
O=C1CCC(CCC(=O)N2CCCC(C(=O)c3ccc4c5c(cccc35)CC4)C2)=NN1 (stereo not given),3%,2%,-0.2%,.,.,0%,45%
CC1CC2(CCCCC2)Nc2ccc3ccccc3c21 (stereo not given),5%,-1%,-0.8%,5%,3%,-2%,15%[46.1 µM]
COc1ccc(-n2c(Cc3cccn3C)nnc2SCC(=O)N2CCC(C)CC2)cc1,-2%,8%,2.9%,-8%,1%,0%,-2%
CCOC(=O)C1CCCN(c2c(NCCc3ccc(Cl)cc3)c(=O)c2=O)C1 (stereo not given),2%,.,-1.0%,.,.,2%,5%
CN(c1ccc(C(=O)N2CCN(Cc3ccc4c(c3)OCO4)CC2)cc1)S(=O)(=O)c1ccccc1,-4%,35%[activator][38.3 µM],0.1%,?,-3%,-7%,-7%[46.1 µM]
Cc1ccc2c(c1)CCCN2C(=O)c1cccs1,4%,16%[38.3 µM],1.3%,-13%,2%,12%,-1%[46.1 µM]
O=c1c2c3c(sc2n2cnnc2n1C1CCCCC1)CCC3,-4%,4%[38.3 µM],0.2%,4%,-5%,2%,-19%[46.1 µM]
CN(C)c1ncc2nc(-c3ccccc3)c(=O)n(CCC#N)c2n1,22%,-19%,.,-9%,.,.,.
CCCc1cc(C(N)=O)c(NC(=O)C2CCCO2)s1 (stereo not given),10%,17%[38.3 µM],-6.3%,-13%,1%,4%,-12%[46.1 µM]

# Complete entries, quoted from the list.
# CN(c1ccc(C(=O)N2CCN(Cc3ccc4c(c3)OCO4)CC2)cc1)S(=O)(=O)c1ccccc1 is entered as aGal spleen mod: -4%; IMPase Li inh: 35%[activator][38.3 µM]; Epigenetic reg: 0.1%; Lamin A splicing: ?; Luc counter: -3%; CBFb-RUNX1 inh: -7%; NPSR antagonist: -7%[46.1 µM]
# Cc1ccc2c(c1)CCCN2C(=O)c1cccs1 is entered as aGal spleen mod: 4%; IMPase Li inh: 16%[38.3 µM]; Epigenetic reg: 1.3%; Lamin A splicing: -13%; Luc counter: 2%; CBFb-RUNX1 inh: 12%; NPSR antagonist: -1%[46.1 µM]

# Reformatted tab-delimited: 2 of the compounds above
SMILES	aGal spleen mod	IMPase Li inh	Epigenetic reg	Lamin A splicing	Luc counter	CBFb-RUNX1 inh	NPSR antagonist
CC1CC2(CCCCC2)Nc2ccc3ccccc3c21 (stereo not given)	5%	-1%	-0.8%	5%	3%	-2%	15%[46.1 µM]
COc1ccc(-n2c(Cc3cccn3C)nnc2SCC(=O)N2CCC(C)CC2)cc1	-2%	8%	2.9%	-8%	1%	0%	-2%

# Other entries follow:
SMILES,aGal spleen mod,IMPase Li inh,Epigenetic reg,Lamin A splicing,Luc counter,CBFb-RUNX1 inh,NPSR antagonist
COc1ccc(CC(=O)Nc2ccc(-c3ccc4nnc(C)n4n3)cc2)cc1OC,2%,2%,-5.1%,?,4%,-21%,1%
CC(C)N(C(=S)Nc1cccnc1)c1ccccc1,0%,.,5.6%,.,.,3%,5%
CCC(=O)NC(=S)NNC(=O)c1ccc(O)cc1,4%,19%,3.4%,.,0%,1%,-10%
CCOc1ccc(C(=O)O)cc1OC,0%,2%[38.3 µM],0.0%,2%,-2%,-2%,-1%[46.1 µM]
COc1ccc(Nc2cc(C)nc3nc(C)nn23)c(OC)c1,5%,23%,0.2%,-4%,-1%,2%,11%
COc1cccc(C(C(=O)NC2CCCC2)N(Cc2ccc(C)cc2)C(=O)c2ccco2)c1OC (stereo not given),-8%,9%,-1.0%,-8%,1%,-5%,-31%
CCn1c(=N)c(S(=O)(=O)c2ccc(Cl)cc2)cc2c(=O)n3ccccc3nc21,-1%,7%,2.1%,-8%[46 µM],-3%,0%,-5%
CC(O)(C#CCN1CCCC1)c1ccccc1 (stereo not given),7%,-3%[38.3 µM],1.4%,-5%,-4%,-1%,2%[46.1 µM]
C#CCOc1ccccc1C(N)=O,7%,.,-1.0%,.,.,13%,10%
COCCOC(=O)C1=C(C)NC(C)=C(C(=O)OCCOC)C1/C=C/c1ccccc1OC,13%,.,-0.3%,.,.,11%,-7%[7.67 µM]
CCN1CCN(CCNC(=O)c2cn(C(C)c3ccccc3F)nn2)CC1 (stereo not given),0%,25%[38.3 µM],1.1%,6%,2%,8%,-10%[46.1 µM]
Cc1cc(C)nc(Nc2nc(=O)c3ccccc3s2)n1,11%,7%[38.3 µM],0.0%,?,-3%,5%,?
O=S(=O)(NCCc1csc(-c2ccccc2)n1)c1ccc2c(c1)OCCO2,2%,19%[38.3 µM],-4.8%,?,2%,3%,-10%[46.1 µM]
COc1cc(NS(=O)(=O)c2ccc(F)cc2)c(OC)cc1NC(C)=O,0%,2%[38.3 µM],-3.2%,?,13%,0%,-11%[46.1 µM]
COc1ccc(N(CC(=O)Nc2cccc(N(C)S(C)(=O)=O)c2)S(C)(=O)=O)cc1OC,-4%,14%[38.3 µM],-1.0%,-4%,3%,3%,-2%[46.1 µM]
O=C1CC(C(=O)Nc2nccs2)C(c2ccccc2)O1 (stereo not given),-9%,-4%[38.3 µM],-1.1%,4%,15%,-2%,-11%[46.1 µM]
Cc1ccc(S(=O)(=O)N2CCOCC2)c(C)c1-n1cnnn1,0%,21%[38.3 µM],0.0%,6%,6%,1%,-25%[46.1 µM]
Cc1cc(C)cc(O)c1,5%,-14%,.,.,.,7%[21.7 µM],.
CCOC(=O)N1CCC2(CC1)CC(=O)c1c(ccc3oc(C(=O)O)c(C)c13)O2,15%,-10%,0.0%,-8%,2%,13%,-13%[46.1 µM]
CC(C)C1N(C(=O)CN2CCCC2)CCN1S(=O)(=O)c1ccccc1 (stereo not given),-7%,15%[38.3 µM],-0.3%,0%,-1%,3%,-11%[46.1 µM]
CCCCN(C(=O)Cn1nnc2ccccc21)C(C(=O)NCCOC)c1ccc(OC)cc1 (stereo not given),-3%,-1%[38.3 µM],-7.9%,4%,-4%,2%,-18%[46.1 µM]
Cn1c(C(=O)c2ccncc2)cc2ccccc21,11%,.,-1.0%,.,.,2%,20%
Cc1cc2nnc(SCC(=O)N3CCN(c4ccccc4)CC3)n2c(N)n1,3%,-9%[38.3 µM],1.9%,10%,-1%,3%,-12%[46.1 µM]
CC(C)NC(=O)N1CC2(CCN(C(=O)c3ccncc3)CC2)C1,3%,3%,.,.,-3%,.,.
Cc1ccc(C)c(NC(=O)c2cc(-c3ccccc3)nn2-c2ccccc2)c1,-6%,13%,2.1%,?,1%,18%,-36%
CC(=O)c1n[nH]nc1Nc1nc(C)cc(C)n1,-3%,7%,1.0%,-10%,-2%,-1%,-6%[46.1 µM]
Cc1c(C)c2c(c(C)c1O)CCC(C)(COc1ccc(Cc3sc(=O)[nH]c3O)cc1)O2 (stereo not given),2%,14%,-0.9%,.,2%[39.9 µM],-15%,.
CCn1cc(SCC(=O)N2CCOCC2)c2ccccc21,-15%,24%[38.3 µM],-0.8%,-4%,0%,6%,-8%[46.1 µM]
CCCN(CC(=O)Nc1cccc(Br)c1)CC(=O)Nc1ccc(F)c(F)c1F,-5%,.,-0.9%,-21%,.,-4%,-16%[46.1 µM]
Cc1cc(NC(=O)CN2C(=O)c3ccccc3C2=O)no1,-3%,.,-0.3%,.,.,10%,13%
O=C(Nc1nnc(-c2ccco2)o1)c1cccc(Cl)c1,6%,2%,-5.5%,.,5%,-23%,2%
COc1cc(OC)c2c(-c3ccccc3)cc(=O)oc2c1C(CC(=O)N1CCOCC1)c1ccc(N(C)C)cc1 (stereo not given),3%&-2%,.,0.0%,.,.,?,-27%
Cc1ccn2cc(-c3ccc(Br)cc3)nc2c1,0%,.,-0.6%,.,.,-4%,12%
c1ccc2c(c1)CCCc1cc(NCCN3CCOCC3)nnc1-2,-4%[29.1 µM],11%,1.1%[16.9 µM],?,-4%[17.1 µM],-2%[21.7 µM],.
COc1ccc(S(=O)(=O)N(C)C)cc1NC(=O)CSc1nnc(-c2cccnc2)o1,9%,-4%,?,0%[46 µM],8%,10%,7%
O=C(COC(=O)CCCCCN=C1NS(=O)(=O)c2ccccc21)Nc1ccc(Cl)c(Cl)c1,0%,0%,6.2%,14%,-1%,2%,16%
O=C(Oc1cccc(O)c1)C1CCCCC1,-1%,0%,2.3%,?,0%,-3%,10%
CCOC(=O)C1CCN(C/C=C/c2ccccc2OC)CC1,3%,-2%[38.3 µM],0.0%,1%,1%,2%,3%[46.1 µM]

# Results in Epigenetic reg, IMPase Li inh and Lamin A splicing, for 3 of the compounds above:
SMILES	Epigenetic reg	IMPase Li inh	Lamin A splicing
O=C(Nc1nnc(-c2ccco2)o1)c1cccc(Cl)c1	-5.5%	2%	.
COc1cc(OC)c2c(-c3ccccc3)cc(=O)oc2c1C(CC(=O)N1CCOCC1)c1ccc(N(C)C)cc1 (stereo not given)	0.0%	.	.
Cc1ccn2cc(-c3ccc(Br)cc3)nc2c1	-0.6%	.	.

# Source: PubChem (National Center for Advancing Translational Sciences (NCATS))

# The list is partial; the hit share may differ from the screen's.
